Compound activity (PubChem BioAssay)
mcGAS inh = inhibitors of mouse cGAS. Q8C6L5. recombinant cGAS, Kinase-Glo ATP depletion luminescence. inhibition, % at 12.5 µM. 160,000 tested, 0.15% active;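 also: 0% = negative control wells and 100% = reference inhibitor with no enzyme activity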
NPYLR7 agonist = mosquito NPYLR7 agonism. HEK293T NPYLR7/Galpha15, GCaMP6s calcium fluorescence. activation, % at 10 µM. AID 1259423. 270,000 tested, 0.15% active; in the data active = activation above about 40%;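 also: 0% = vehicle and 100% = reference agonist at the receptor; some compounds past the cut are filed as inactive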
hcGAS inh = inhibitors of human cGAS | Q8N884 | recombinant h-cGAS, ATP depletion, Kinase-Glo luminescence | inhibition, % at 12.5 µM | 290,000 tested, 0.081% active;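 also: 0% = vehicle reaction and 100% = reaction without DNA for no activity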
Target sequence (Q8N884 whole entry, looked up): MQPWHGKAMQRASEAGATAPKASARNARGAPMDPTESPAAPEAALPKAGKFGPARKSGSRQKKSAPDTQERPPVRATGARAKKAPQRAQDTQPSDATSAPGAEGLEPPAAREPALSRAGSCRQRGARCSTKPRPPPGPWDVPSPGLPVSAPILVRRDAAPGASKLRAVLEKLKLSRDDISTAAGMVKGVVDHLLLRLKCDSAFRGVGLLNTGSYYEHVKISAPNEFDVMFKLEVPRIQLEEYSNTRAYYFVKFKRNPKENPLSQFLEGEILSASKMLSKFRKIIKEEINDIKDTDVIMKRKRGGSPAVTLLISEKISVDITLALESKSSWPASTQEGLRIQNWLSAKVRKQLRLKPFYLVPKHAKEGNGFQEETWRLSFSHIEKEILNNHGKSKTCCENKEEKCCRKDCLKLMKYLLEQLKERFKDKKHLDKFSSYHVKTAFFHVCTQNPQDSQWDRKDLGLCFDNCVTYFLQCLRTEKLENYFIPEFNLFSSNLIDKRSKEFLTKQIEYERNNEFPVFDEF
* marks the source's active call; other numbers are inactive results; nt = no result given; & = joins results of further samples. Rule as the data show it, unless noted: active = inhibition above about 40%; inactive = the rest.

no. | SMILES | mcGAS inh | NPYLR7 agonist | hcGAS inh
1 | CCCC(=O)N1CCC1(C)C(=O)NS(=O)(=O)c1ccccc1Cl (centres undefined) | -5 | -1 | -5
2 | Cc1cn2c3c(=O)n(CCCc4ccccc4)c(=O)n(C)c3nc2n1CCOCCO | -3 | 6 | 1
3 | Cc1ccc(C(=O)N(CCC(N)=O)c2ccc(F)cc2)cc1 | nt | 4 | -4
4 | CCC(=O)N1CCC1(C)C(=O)Nc1cc(C)nn1C (centres undefined) | -8 | 5 | -17
5 | CCCCCCCC(=O)Nc1c(-c2ccc(C)cc2)nc2ccc(C)cn12 | -8 | -7 | -6
6 | CSc1nsc(SC)c1C(=O)Nc1ccccc1I | nt | 7 | 0
7 | O=c1[nH]nc(SCc2cn3cccnc3n2)c(=O)[nH]1 | nt | 12 | -4
8 | CCCc1[nH]n(-c2ccc(Cl)c(Cl)c2)c(=O)c1C1=C([n+]2ccccc2)C(=O)N(c2cccc(C)c2)C1=O | -2 | -12 | -6
9 | Cc1cnccc1CN(C)C(=O)c1cnc(C(C)C)[nH]c1=O | nt | -8 | -2
10 | CCS(=O)(=O)c1ccc2oc(NC(=O)C3CCC3)nc2c1 | nt | 3 | -6

Part of the list above, with values under each structure:
Screens in order: mcGAS inh	NPYLR7 agonist	hcGAS inh
[7] O=c1[nH]nc(SCc2cn3cccnc3n2)c(=O)[nH]1
→ nt	12	-4
[5] CCCCCCCC(=O)Nc1c(-c2ccc(C)cc2)nc2ccc(C)cn12
→ -8	-7	-6
[4] CCC(=O)N1CCC1(C)C(=O)Nc1cc(C)nn1C (centres undefined)
→ -8	5	-17
[8] CCCc1[nH]n(-c2ccc(Cl)c(Cl)c2)c(=O)c1C1=C([n+]2ccccc2)C(=O)N(c2cccc(C)c2)C1=O
→ -2	-12	-6
[6] CSc1nsc(SC)c1C(=O)Nc1ccccc1I
→ nt	7	0
[9] Cc1cnccc1CN(C)C(=O)c1cnc(C(C)C)[nH]c1=O
→ nt	-8	-2
[2] Cc1cn2c3c(=O)n(CCCc4ccccc4)c(=O)n(C)c3nc2n1CCOCCO
→ -3	6	1

More compounds.
no. | SMILES | mcGAS inh | NPYLR7 agonist | hcGAS inh
11 | O=C(Nc1nnc(COc2ccc(F)cc2)s1)c1ccc(F)cc1 | -6 | -1 | -3
12 | CC(C)CN(Cc1c(-c2ccccc2)noc1N1CCCCC1C)CC(O)CN1CCOCC1 (centres undefined) | -7 | 12 | -8
13 | CCCCCCCC(=O)Nc1c(-c2ccc(C(F)(F)F)cc2)nc2ccccn12 | -8 | -2 | -9
14 | Cc1cncc(NCc2ccc(F)cc2)n1 | nt | -1 | -7
15 | COC(=O)c1cccc(NC(=O)c2sc3ccc(OC)cc3c2Cl)c1 | -3 | -3 | -1
16 | CCCc1nc(C)sc1C(=O)N1CCC[C@H]1C(=O)OCCc1ccc(OC)c(OC)c1 | 0 | -18 | 0
17 | COC(=O)CSc1ccc(NC(C)=O)nn1 | nt | 2 | -2
18 | CSc1ncc(CNCc2sccc2C)c(N2CCOCC2)n1 | 1 | 3 | 4
19 | CC(=O)Nc1ccc(S(=O)(=O)NCC(c2ccsc2)N2CCN(C)CC2)cc1 (centres undefined) | -7 | 20 | -7
20 | Cn1c(C23CC4CC(CC(C4)C2)C3)nc2ccccc21 | nt | 1&9 | -7&-7
21 | Cc1cccc(Oc2cnn(-c3cccc(Cl)c3)c(=O)c2Nc2cccc(C(=O)NC3CC3)c2)c1 | -3 | 6 | -1
22 | COc1ccc(CNC(C)C(=O)N2CCCCC2C)cc1O (centres undefined) | nt | 3 | -13
23 | OCC1(O)CCN(c2ccnc3c(C(F)(F)F)cccc23)CC1 | nt | 4 | -4
24 | Cc1ccccc1Cn1c(C(=O)N2CCN(C(=O)C34CC5CC(CC(C5)C3)C4)C(C)C2)cc2ccsc21 (centres undefined) | 0 | -1 | 5
25 | Cc1cc(Cl)ccc1OCC(=O)NCC(=O)NC(C)C | nt | 7 | -7
26 | Nc1cc(Nc2ncnc3sc4c(c23)CCC4)ccc1OC(F)(F)C(F)F | -7 | -3 | -4
27 | CC#C[C@]1(O)CCC2C3CCC4=CC(=O)CCC4=C3[C@@H](c3ccc(N(C)C)cc3)C[C@@]21C (some centres undefined) | nt | -5 | -2
28 | O=S(=O)(Nc1cccc2[nH]ccc12)c1ccc(Br)cc1 | -6 | 1 | -6
29 | COc1ccc(C(=O)N[C@H]2C[C@H]3CN(C)CCN3C2)c(O)c1 | -1 | -5 | -2
30 | CC1ON=C(c2ccc3c(c2)CCO3)N(CCOc2ccc(F)cc2)C1=O (centres undefined) | nt | 5 | -6
31 | CCOC(=O)c1cnc2cc(C(F)(F)F)ccc2c1Nc1ccc(NC(C)=O)cc1 | -9 | 15 | -8
32 | O=C(Nc1ccccc1F)N1CCC(Cc2ccc(-c3ccccc3)cc2)CC1 | -8 | 15 | -8
33 | CCc1nc2n(n1)C(=O)C(C(c1ccc(C)cc1)N1CCCC1)S2 (centres undefined) | -6 | -4 | -4
34 | Cc1nc(CC(=O)N2CCCC(C(=O)c3ccc4ccccc4c3)C2)cs1 (centres undefined) | nt | 24 | -10
35 | CCCCN(C)S(=O)(=O)Nc1ccc(-n2cncn2)cc1 | nt | 9 | -2
36 | COCCNC(=O)C1CCCN(C2CCN(C(=O)c3ccco3)CC2)C1 (centres undefined) | -10 | 8 | -8
37 | COc1cccc(C(=O)N2CCc3c(sc4[nH]c(=O)n(C5CCCCC5)c(=O)c34)C2)c1 | -6 | 3 | -4
38 | COc1cc(CN(CC(O)COCc2ccccc2)C2CC2)cc(OC)c1 (centres undefined) | -6 | 19 | -8
39 | Cc1cc(Cl)c(Cl)cc1S(=O)(=O)NCCCN1CCOCC1 | -7 | 10 | -9
40 | CN(C)CCN(C(=O)c1ccn(C)n1)c1nc2ccc(Cl)cc2s1 | -5 | nt | -3
41 | Cc1ccc(C)c2[nH]c(=O)c(CCNC(=O)Cc3ccccc3)cc12 | -8 | -1 | -6
42 | CC1(C(=O)NS(=O)(=O)c2ccc(F)cc2F)CCN1C(=O)Cc1cc(F)ccc1F (centres undefined) | nt | 1 | -10
43 | Cc1ccc(CN2CCN(Cc3nc(-c4ccccc4)no3)CC2CCO)o1 (centres undefined) | -7 | 3 | 3
44 | CC1CN(c2nc(-c3ccccc3)nc3c2CN(C(=O)Nc2ccc(Cl)c(Cl)c2)CC3)CC(C)O1 (centres undefined) | -6 | -1 | -9
45 | Cc1ccc(CSc2nnc(SCC(N)=O)s2)cc1 | nt | -4 | -6
46 | O=C(c1csc(COc2ccc(F)cc2F)n1)N1CCCC1 | nt | -7 | 4
47 | COCCNC(=O)Cn1c(-n2nc(C)cc2C)nc(C)c(C)c1=O | -1 | 0 | 0
48 | N#Cc1cc(F)ccc1CSc1ncc[nH]1 | -16 | 3 | -14
49 | c1ccc(OCc2noc(CN3CC[C@@H]4CCCC[C@H]4C3)n2)cc1 | -2 | -8 | 2
50 | CC(C)NCc1nnc(-c2ccccc2Br)o1 | -2 | -1 | 9
51 | Cc1ccc(CN(Cc2ccc(C(O)(c3cccc(F)c3)c3cccc(F)c3)o2)C2CC2)o1 | -5 | 4 | -5
52 | C=CCn1c(SCC(=O)N2CCCCCC2)nc2scc(C3CC3)c2c1=O | nt | 9 | -4
53 | COc1cc(CN2CCN(Cc3ccc(NC(C)=O)cc3)CC2CCO)cc(OC)c1 (centres undefined) | nt | 8&8 | -6&4
54 | O=C(CCc1nnc(Cc2c[nH]c3ccccc23)o1)N1CC2C[C@@H]3CC1C[C@H](C2)C3 | nt | 4 | -6
55 | O=C1NC(=S)SC1=Cc1cccc(C(F)(F)F)c1 | 82* | 1 | 31
56 | COc1ccccc1OCCCN1C(=O)C2(SC(NC(C)=O)=NN2C(C)=O)c2cccc(C)c21 (centres undefined) | -6 | 0 | -5
57 | Cc1ccccc1C(C)NC(=O)Cn1cc(Br)c(=O)[nH]c1=O (centres undefined) | 0 | -2 | 4
58 | CC(c1cccc(-c2ccc[nH]c2=O)c1)N1CCCC1 (centres undefined) | nt | 0 | -11
59 | CSc1nc2ccccc2n1CC(=O)Nc1ccc(Cl)c(S(=O)(=O)N2CCOCC2)c1 | -9 | nt | -8
60 | O=C(Cn1c(=O)oc2ccccc21)N1CCSc2ccccc21 | nt | 9 | -7

One compound at a time, as listed above:
O=C1NC(=S)SC1=Cc1cccc(C(F)(F)F)c1 is listed with mcGAS inh = 82*; NPYLR7 agonist = 1; hcGAS inh = 31
CSc1nc2ccccc2n1CC(=O)Nc1ccc(Cl)c(S(=O)(=O)N2CCOCC2)c1 is listed with mcGAS inh = -9; NPYLR7 agonist = nt; hcGAS inh = -8

The results go on:
no. | SMILES | mcGAS inh | NPYLR7 agonist | hcGAS inh
61 | CCN(CC)S(=O)(=O)c1c(C)nn(CC(=O)Nc2ccc(I)cc2)c1C | nt | -14 | 3
62 | Cc1nnc(Sc2nc3c(c(=O)[nH]c(=O)n3C)n2CCc2ccccc2)s1 | nt | -5 | -4
63 | COc1ccc(-c2nc3cccc(C)n3c2NCc2ccccc2)cc1OC | -4 | 7 | -4
64 | COCc1cnc(C)nc1N | nt | -5 | -3
65 | BrCC1CN=C(c2cccs2)O1 (centres undefined) | nt | 4 | -10
66 | C=C(C)COc1ccc(C(=O)N2CCOCC2CCC)cc1 (centres undefined) | -17 | 15 | -5
67 | O=C(NCc1cccc(F)c1)C1C2CC1CN(Cc1ccccc1)C2 (centres undefined) | nt | -4 | -3
68 | COCCSc1nc2c(c(=O)n(C)c(=O)n2C)n1CCCc1ccccc1 | -4 | -5 | -2
69 | COc1ccc(C2SCC(=O)N(CC(=O)NCc3ccncc3)c3c2c(-c2ccccc2)nn3-c2ccc(F)cc2)cc1OC (centres undefined) | -6 | 14 | -15
70 | COc1cc(C(=O)NCCC2CCCN2C)ccc1OC1CCN(C2CCCC2)CC1 (centres undefined) | nt | 4 | -2
71 | CC(C)=CCN1CCN(Cc2cccn2-c2ccc(Cl)cn2)CC1CCO (centres undefined) | -8 | 4 | -9
72 | O=C(CSc1ccc2nnc(CCNC(=O)c3ccccc3)n2n1)NCc1ccc(F)cc1 | -8 | 3 | -4
73 | COC(=O)C1=C(C)NC2=C(C(=O)CC(c3ccc(OC)cc3)C2)C1c1ccccc1OC (centres undefined) | nt | -1 | -6
74 | O=C(c1cccc2c1OCC2)N1CCc2c(nc[nH]c2=O)C1 | nt | 4 | -4
75 | Cc1ccc(C)c(Cn2c(CCNC(=O)CCCO)nc3ccccc32)c1 | nt | -8 | 2
76 | O=c1nc(SCc2ccc(Cl)c(Cl)c2)nc2ccccn12 | -7 | 3 | -7
77 | COCCN(CC(=O)N1CCc2sccc2C1c1ccc(Cl)cc1Cl)S(=O)(=O)c1cccc(C(F)(F)F)c1 (centres undefined) | -4 | 1 | -5
78 | C=CCn1c(SCc2cccc(C(=O)OC)c2)nnc1-c1cc(OC)cc(OC)c1 | -7 | 4 | -3
79 | CN(Cc1nc2ccccc2n1C)C(=O)CCN1CCCCCC1=O | -10 | nt | -6
80 | Cc1ccc(-c2nc(C)c(C(C)C)c(N3CCN(S(=O)(=O)c4ccc(Br)cc4)CC3)n2)cc1 | 0 | -6 | 3
81 | O=C(Cn1c2ccccc2c(=O)c2ccccc21)Nc1ccc(OC(F)(F)F)cc1 | nt | 0 | 1
82 | Cc1ncsc1CCC(=O)NCc1nc(-c2ccccc2)n[nH]1 | nt | -3 | -9
83 | C=CCn1c(SCc2ccccc2Cl)nnc1-c1ccc(F)cc1 | -5 | nt | -4
84 | Cc1c2c(c(C)n1-c1ccccc1)P(=O)(Nc1ccc([N+](=O)[O-])cc1)N(CCC#N)N=C2 (centres undefined) | nt | 5 | -2
85 | Cc1cccc(Cn2c(=O)c(C(=O)NCc3cccnc3)nn(-c3ccc(C)c(Cl)c3)c2=O)c1 | -6 | 20 | -5
86 | CCC1CN(Cc2cnc(N3CCCCC3)nc2)CCN1C(C)C (centres undefined) | -1 | -10 | -2
87 | CC(C)CNC(=O)N1CC(C(=O)N2CCCCC2)C2(CCOCC2)C1 (centres undefined) | -4 | nt | -2
88 | Cc1ccc(-c2nc(CS(=O)C(C)C(=O)NC(C)(C)C)cs2)cc1 (centres undefined) | nt | 14 | -10
89 | COCCN(CC(=O)N(CCc1c[nH]c2ccccc12)Cc1ccc(OC)c(OC)c1)C(=O)C1CCC1 | -6 | 17 | -7
90 | Nc1cc(-c2ccc(Cl)cc2)nn1-c1ccc(C(=O)Nc2cccc(Cl)c2)cc1 | -3 | -3 | -7
91 | CC(C)(C)n1[nH]c(-c2ccccc2)c(C2=C(N3CCOCC3)C(=O)N(Cc3ccccc3)C2=O)c1=O | -4 | 3 | -3
92 | COc1cc(Cn2cc(CC(=O)O)c3ccccc32)cc(OC)c1 | nt | -5 | 6
93 | CCN(C(=O)c1ccccc1N1CCC(NC(=O)Cc2cccs2)CC1)C1CCCCC1 | 0 | -5 | 0
94 | COc1ccc(-c2csc(-n3[nH]c(C)c(N=Nc4cc(C(F)(F)F)ccc4Cl)c3=O)n2)cc1 | -6 | -7 | 2
95 | CN(CCOC(=O)c1cccnc1)C(=O)c1cccnc1 | -11 | 2 | -5
96 | COc1ccccc1-c1nc2cc(C)ccn2c1NC(=O)c1ccc(C)cc1 | -11 | 5 | -4

Random draw from the library; any-hit rate near 0.27%.
